TDP2 absorb – blocks human TDP2 phosphodiesterase activity; 370,000 compounds, 0.34% hits; O95551; AID 720702; inhibition, % at 12.8 µM; recombinant TDP2, T5PNP hydrolysis, p-nitrophenol absorbance 415 nm;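 active = inhibition above the mean of all tested compounds plus 3 SD, set per campaign, cut at about 25% in these data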;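 also: 0% = DMSO with enzyme and 100% = buffer with substrate but no TDP2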
Target sequence (O95551 whole entry, looked up): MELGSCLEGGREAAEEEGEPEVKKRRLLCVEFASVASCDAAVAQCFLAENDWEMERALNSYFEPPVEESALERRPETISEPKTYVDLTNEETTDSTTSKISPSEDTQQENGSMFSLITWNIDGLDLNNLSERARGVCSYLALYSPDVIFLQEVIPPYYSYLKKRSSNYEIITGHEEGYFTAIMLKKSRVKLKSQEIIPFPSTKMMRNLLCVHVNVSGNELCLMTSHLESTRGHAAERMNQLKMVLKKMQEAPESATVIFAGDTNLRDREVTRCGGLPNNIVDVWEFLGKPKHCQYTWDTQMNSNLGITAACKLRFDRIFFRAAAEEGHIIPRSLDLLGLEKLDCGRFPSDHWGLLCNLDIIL
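test system = human TDP2 enzyme | input = TDP2 enzyme at 120 nM final | medium = 50 mM Tris-HCl pH 7.5 with Mg2+, KCl, DTT, BSA | also added = T5PNP substrate, 5 mM | times = 2 h at 37 °C | technique = epi absorbance | benchmarks = high control without enzyme, low control DMSO plus TDP2 | replication = each compound tested once, singlicate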
ARFGAP1 inhibitor – rat ARFGAP1 inhibition; Q62848; 360,000 compounds, 0.26% hits; inhibition, % at 16.5 µM; Arfgap1-stimulated ARF1 GTP hydrolysis, GDP FP detection;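 active = inhibition above a per-plate limit, mean inhibition of low control wells plus 3 SD, cut at about 25% in these data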;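 also: 0% = DMSO wells with enzyme and 100% = wells lacking Arfgap1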
Target sequence (Q62848 1-136 limits assumed): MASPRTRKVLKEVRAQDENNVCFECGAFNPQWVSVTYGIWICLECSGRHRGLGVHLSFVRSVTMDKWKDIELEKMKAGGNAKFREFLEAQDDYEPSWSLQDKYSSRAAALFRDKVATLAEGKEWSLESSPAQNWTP
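Material: rat Arfgap1 GAP domain (His6, aa 1-136), purified enzyme. Also added: human ARF1(Δ1-17)-GTP substrate. Compound dosing: 16.5 µM single point, 1.26% DMSO. Timing: enzyme reaction 120 min at 25 °C after 20 min preincubation. Signal: GDP detection by fluorescence polarization. Read-out basis: percent inhibition of GAP-stimulated GDP formation, scaled between DMSO and no-Arfgap1 medians.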
LEDGF integ inh – blocks HIV-1 LEDGF/p75-dependent DNA integration | AID 743269 | TR-FRET IN-LEDGF/p75 DNA integration, Eu/Cy5 | 370,000 compounds, 0.64% hits | inhibition, % at 3.7 µM;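 active = inhibition above the screen-wide mean plus 3 SD, cut at about 13% in these data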;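 also: signal is the Cy5 over europium emission ratio at 671 and 618 nm; 0% = plate median of compound wells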
Tn6 DDE FP – disrupts Tn6 cyclic peptide binding to fibrin D-Dimer-E complex. P02675. Fibrin DD(E) TRITC-Tn6 fluorescence polarization displacement. inhibition, % at 8.3 µM. 370,000 compounds, 0.21% hits;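 active = inhibition above a per-campaign cutoff: mean of compounds within control limits plus 3 SD, cut at about 15% in these data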;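 also: 0% = median of all compound wells on the plate and 100% = blocking peptide control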
ASAP1 GAP inh – ASAP1 ArfGAP inhibition | 360,000 compounds, 0.19% hits | AID 624377 | Q9ULH1 | inhibition, % at 16.5 µM | ASAP1-stimulated ARF1 GTP hydrolysis, GDP FP detection; in the data active = inhibition above about 25%;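 also: 0% = vehicle with enzyme and substrate and 100% = no enzyme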
Tn7 DDE FP – disrupts Tn7 cyclic peptide binding to fibrin D-Dimer-E complex. 370,000 compounds, 0.13% hits. P02675. inhibition, % at 8.3 µM. AID 720508. FP displacement of FITC-Tn7 peptide from fibrin DD(E); 0% = median of compound wells per plate;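 active = inhibition above the mean of compounds falling within the control limits plus 3 SD of them, cut at about 14% in these data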;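 also: 0% = plate median of compound wells and 100% = 10 µM Aha-Tn7 peptide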
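Test system – human fibrin DD(E) · Times – 10 min preincubation, 3 h with tracer, room temperature · Detection – fluorescence polarization of the labelled Tn7 tracer · Measure – percent inhibition normalized to high-control wells · Benchmarks – high control wells with 10 µM unlabelled Aha-Tn7 peptide (full inhibition) · Repeats – singlicate testing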
PLC-gamma1 inh – PLC-gamma1 (human) inhibition, primary screen; purified PLC-gamma1, fluorogenic substrate, fluorescence; 370,000 compounds, 0.84% hits; inhibition, % at 12.2 µM; in the data active = inhibition above about 9.5%
ADAM10 inh – inhibitors of human ADAM10. recombinant ADAM10, EDANS/DABCYL FRET peptide cleavage, 3 h. 370,000 compounds, 0.62% hits. inhibition, % at 7 µM. O14672. AID 720582;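 active = inhibition above a per-campaign cutoff equal to the mean of compounds falling between control-based bounds plus 3 SD, cut at about 20% in these data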;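 also: 0% = DMSO wells while the 100% control is not disclosed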
Target sequence (O14672 214-748 limits assumed): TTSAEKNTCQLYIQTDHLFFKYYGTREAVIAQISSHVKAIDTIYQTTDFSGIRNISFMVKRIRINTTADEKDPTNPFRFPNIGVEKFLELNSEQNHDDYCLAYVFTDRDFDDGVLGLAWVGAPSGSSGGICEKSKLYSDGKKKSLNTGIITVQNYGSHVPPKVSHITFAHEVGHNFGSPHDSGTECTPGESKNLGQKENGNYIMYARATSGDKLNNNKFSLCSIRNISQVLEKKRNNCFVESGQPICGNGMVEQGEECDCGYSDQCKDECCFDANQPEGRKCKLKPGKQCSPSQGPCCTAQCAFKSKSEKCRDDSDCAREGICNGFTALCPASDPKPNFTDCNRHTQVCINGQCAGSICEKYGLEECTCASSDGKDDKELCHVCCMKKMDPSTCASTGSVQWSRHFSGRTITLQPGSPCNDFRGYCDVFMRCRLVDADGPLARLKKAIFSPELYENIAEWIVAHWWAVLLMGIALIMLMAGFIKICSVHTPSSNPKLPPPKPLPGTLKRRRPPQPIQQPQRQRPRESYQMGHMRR
proKLK7 act – activators of human kallikrein-7 zymogen; AID 652039; activation, % at 7 µM; purified proKLK7, EDANS-DABCYL substrate fluorescence; 100% is mature enzyme control, 0% vehicle; P49862; 370,000 compounds, 0.9% hits;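 active = activation above the mean of all tested compounds plus 3 SD, computed per campaign excluding outliers beyond control limits, cut at about 13% in these data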
ADAM17 inh – ADAM17 inhibition, QFRET primary screen | P78536 | recombinant ADAM17, EDANS/DABCYL FRET peptide cleavage | inhibition, % at 6.95 µM | 370,000 compounds, 0.83% hits;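 active = inhibition above the mean of compounds lying between control limits plus 3 SD, set per campaign, cut at about 8.5% in these data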;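 also: 0% = DMSO-only wells as the low control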
Numbers without * were called inactive.

SMILES | TDP2 absorb | ARFGAP1 inhibitor | LEDGF integ inh | Tn6 DDE FP | ASAP1 GAP inh | Tn7 DDE FP | PLC-gamma1 inh | ADAM10 inh | proKLK7 act | ADAM17 inh
CCCCC(=O)OCc1c(-c2cccc(OC)c2)ncc2ccccc12 | 2 | -10 | 2 | 3 | -15 | 7 | -1 | -3 | 0.1 | -1
O=c1c2[nH]c3ccc(F)cc3c2ncn1C1CCCCC1 | 5 | 1 | 0 | -4 | 0 | -7 | -3 | -19 | -0.5 | -7
Cc1noc(C)c1NC(=O)N(C)C[C@H]1Oc2ccc(NS(=O)(=O)c3ccc(F)cc3)cc2C(=O)N([C@H](C)CO)C[C@@H]1C | -2 | -2 | -3 | -6 | 1 | 5 | 0 | -8 | -0.1 | -5
Cc1cccc(Nc2nc(CC(=O)O)cs2)c1 | 6 | -18 | -4 | 9 | -6 | 0 | -2 | -16 | 0.0 | -1
CN(C(=O)c1cccc(NC(=O)Cc2cccc(NC(=O)C3CCN(C(=O)c4ccccc4)CC3)c2)c1)C1CC1 | 3 | -9 | 1 | 2 | 10 | -2 | -1 | -5 | -0.2 | -2
COc1ccccc1CNCc1cc(Br)ccc1OC | 4 | -2 | 7 | 2 | -4 | -1 | 4 | 14 | -0.2 | 0
N#C/C(=C\c1ccc(Br)s1)C(=O)N1CCN(c2ccccc2)CC1 | -4 | -1 | -1 | 2 | -16 | 4 | -1 | -8 | -0.2 | 0
O=C(Nc1ccc(N2CCN(Cc3ccccc3F)CC2)cc1)c1ccccc1[N+](=O)[O-] | 13 | 2 | 2 | 4 | 2 | 2 | 0 | 5 | -0.1 | 1
CCOC(=O)C1C(=O)CC(C)(O)C(C(=O)OCC)C1c1cc(Br)ccc1OC (configuration not stated) | -13 | -4 | 1 | 8 | 2 | -6 | 3 | 6 | 0.7 | 2
O=C(O)CCC(=O)NNC(=O)COc1ccc2ccccc2c1Br | -2 | 3 | -2 | -4 | 5 | -1 | 3 | -6 | -0.1 | -2
Cn1c(=O)oc2cc(S(=O)(=O)NCc3ccccn3)ccc21 | 4 | 4 | -1 | -1 | 0 | 0 | 1 | -9 | -0.2 | 3
Cc1oc(-c2ccc(Cl)cc2)nc1CSCC(=O)NCCCN1CCOCC1 | -4 | 8 | 4 | -9 | 3 | -2 | 4 | -11 | -0.3 | -1
CC(C)OCCCNC(=O)c1sc(=S)n(C)c1N | 11 | 0 | 1 | -2 | 18 | -3 | 4 | 15 | 0.1 | 2
Nc1ccc(C(=O)N/N=C/c2cn(Cc3ccc(F)cc3)c3ccccc23)cc1 | -6 | 15 | -5 | -5 | 3 | 0 | -41 | -11 | -3.0 | -4
Cc1ccc(N2CCN(Cc3ccccc3)CC2=O)c(C)c1 | 7 | -20 | -3 | 1 | -7 | 13 | -1 | 10 | -0.3 | -3
CCCCCCn1c(NCC)nc2c1c(=O)[nH]c(=O)n2C | -1 | 3 | -3 | -5 | 8 | -2 | 1 | 0 | 0.3 | -2
COc1ccccc1NS(=O)(=O)c1cccc(C(=O)NN=C2CCCCCC2)c1 | 9 | 7 | 1 | -2 | 8 | 5 | -3 | 4 | 0.1 | -1
O=C(CSc1nnc(Cc2ccccc2)n1Cc1ccccc1)NCc1ccco1 | 13 | 2 | 3 | 1 | 1 | 2 | 0 | 13 | 0.3 | -2
NC(=O)C1CCN(C(=O)Cc2ccsc2)CC1 | -8 | 7 | -3 | 2 | -6 | 3 | -6 | -7 | 0.2 | -2
N#CCCN(C(=O)COC(=O)CCc1nc2ccccc2c(=O)[nH]1)c1ccc(F)cc1 | -12 | -1 | 1 | 9 | 13 | 3 | -2 | -7 | 0.0 | 0
CCOc1ccc(NC(=S)Nc2ccc(OCc3ccccc3)cc2)cc1 | -6 | -10 | 1 | -2 | 3 | 1 | 7 | 7 | -0.4 | -2
Cc1ccc(NC2CCCCC2NS(=O)(=O)c2ccc(Cl)cc2)cc1 (configuration not stated) | -8 | 5 | -4 | 0 | 17 | -8 | 0 | 5 | -0.3 | 3
COc1ccc(NC(=O)C(=O)NCC2CCCN2S(=O)(=O)c2cc(C)ccc2C)cc1 (configuration not stated) | 1 | 15 | -2 | -7 | -8 | 7 | 0 | -8 | 0.3 | 0
CCOC(=O)c1c(C)[nH]c(C)c1C(=O)COC(=O)c1ccccc1O | -1 | 10 | 0 | -8 | 9 | -7 | 7 | -7 | 0.5 | 4
O=C1C(C=Nc2ccccc2O)=C(O)c2ccccc21 | -17 | 12 | -6 | -4 | 2 | 11 | -1 | -5 | 1.0 | -1
COc1ccc(C(=O)N2CCC(n3nnc4cc(F)ccc43)CC2)cc1OC | 8 | 1 | 1 | 1 | -6 | -4 | 2 | -2 | -0.1 | 0
CC1(OC(=O)C2CCCC2)C(=O)C=C2C=C(c3ccsc3)N(C3CC3)C=C2C1=O (configuration not stated) | 16 | -12 | 7 | -2 | -2 | 2 | -30 | -19 | 1.2 | -10
CCOC(=O)C1CCCN(C(=O)/C=C/c2ccccc2)CC1 (configuration not stated) | -5 | 14 | 1 | 9 | 6 | -7 | 2 | -5 | -0.2 | -5
CCOc1ncccc1C(=O)N(CC)CC(=O)Nc1ccc(NC(C)=O)cc1 | -3 | -6 | -5 | 2 | 1 | -1 | -1 | -6 | -0.3 | 1
CCC(=O)Nc1c(C(=O)N2CCN(c3ccccn3)CC2)cnn1-c1ccc(Cl)cc1 | 6 | 1 | -2 | 6 | -5 | 4 | 0 | -13 | 0.5 | -1
N#Cc1ccccc1OCCCNC1CCCC1 | 7 | 11 | 2 | 5 | 7 | -3 | -2 | -1 | -0.5 | -2
O=C(N/N=C/c1ccc(O)cc1)c1[nH]c2ccc(Br)cc2c1-c1ccccc1 | 7 | 1 | -2 | -12 | 12 | -3 | -133 | -38 | -12 | -7
CCOC(=O)c1ccc(CSc2nnc(N)s2)cc1 | 5 | -5 | 0 | 8 | 2 | -11 | 3 | 0 | 0.4 | -4
COc1ccccc1C(=O)Nc1cc(Cl)ccc1-n1cncn1 | -8 | -1 | 2 | -1 | -7 | -6 | 0 | -18 | -0.7 | -9
O=C(COC(=O)CCC1CCCC1)Nc1ccccc1Sc1ccccc1 | 0 | 1 | -2 | 2 | -4 | 7 | 1 | 0 | -0.3 | -3
COc1ccc2ccccc2c1CNCc1ccc(C)cc1 | -2 | 2 | -2 | 5 | 0 | 9 | -2 | -3 | 0.1 | -2
COc1ccc(S(=O)(=O)N2CCCCC2)cc1NC(=O)c1ccc(OC)c(OC)c1 | -3 | -3 | 2 | -2 | -3 | -9 | 3 | -7 | 0.0 | -2
c1ccc(-c2csc(Nc3ccc4c(c3)OCCO4)n2)cc1 | 4 | -4 | -1 | 0 | 3 | 6 | -33 | 2 | -0.6 | -2
O=C1/C(=C\c2cc(Cl)c(O)c(Cl)c2)SC(=S)N1Cc1ccccc1 | 5 | 13 | -3 | 2 | 7 | -19 | -75 | 1 | 0.6 | -2
CN(CCC1CCOCC1)C(=O)CC1C(=O)NCCN1C/C=C/c1ccccc1 (configuration not stated) | 1 | -9 | 1 | 4 | -7 | -2 | 2 | 1 | -0.7 | 2
CCOc1ccccc1NC(=O)C1CCC(CNc2c(N3CCCCC3)c(=O)c2=O)CC1 (configuration not stated) | -5 | -5 | -3 | -2 | -6 | 0 | 4 | 0 | 0.4 | -1
O=C(c1ccccc1)N1CCN(C(=O)c2ccccc2Br)CC1 | 2 | -13 | -2 | -2 | -3 | 0 | 0 | -1 | -0.1 | -4
CCc1ccc(-n2nnnc2SCC(=O)Nc2ccc(NC(C)=O)cc2)cc1 | 19 | 0 | 4 | -1 | -11 | 0 | 2 | 8 | 0.0 | -1
COc1ccc(C2CC(c3ccccc3)=NN2C(=O)CN2CCN(Cc3ccccc3)CC2)cc1 (configuration not stated) | -6 | 5 | -11 | -1 | -4 | -5 | 1 | -4 | 0.4 | -2
O=C(CSc1n[nH]c(-c2ccncc2)n1)Nc1ccc(Cl)cc1 | 16 | -4 | 6 | -3 | 2 | -2 | -2 | -11 | -0.2 | 0
CC(=O)c1ccc(NC(=O)NNS(=O)(=O)c2ccc(F)cc2)cc1 | 12 | 2 | 2 | 1 | 4 | -5 | 3 | -2 | 0.1 | 0

In the list so far, 10 contain an aryl methoxy group:
SMILES | TDP2 absorb | ARFGAP1 inhibitor | LEDGF integ inh | Tn6 DDE FP | ASAP1 GAP inh | Tn7 DDE FP | PLC-gamma1 inh | ADAM10 inh | proKLK7 act | ADAM17 inh
CCCCC(=O)OCc1c(-c2cccc(OC)c2)ncc2ccccc12 | 2 | -10 | 2 | 3 | -15 | 7 | -1 | -3 | 0.1 | -1
COc1ccccc1CNCc1cc(Br)ccc1OC | 4 | -2 | 7 | 2 | -4 | -1 | 4 | 14 | -0.2 | 0
CCOC(=O)C1C(=O)CC(C)(O)C(C(=O)OCC)C1c1cc(Br)ccc1OC (configuration not stated) | -13 | -4 | 1 | 8 | 2 | -6 | 3 | 6 | 0.7 | 2
COc1ccccc1NS(=O)(=O)c1cccc(C(=O)NN=C2CCCCCC2)c1 | 9 | 7 | 1 | -2 | 8 | 5 | -3 | 4 | 0.1 | -1
COc1ccc(NC(=O)C(=O)NCC2CCCN2S(=O)(=O)c2cc(C)ccc2C)cc1 (configuration not stated) | 1 | 15 | -2 | -7 | -8 | 7 | 0 | -8 | 0.3 | 0
COc1ccc(C(=O)N2CCC(n3nnc4cc(F)ccc43)CC2)cc1OC | 8 | 1 | 1 | 1 | -6 | -4 | 2 | -2 | -0.1 | 0
COc1ccccc1C(=O)Nc1cc(Cl)ccc1-n1cncn1 | -8 | -1 | 2 | -1 | -7 | -6 | 0 | -18 | -0.7 | -9
COc1ccc2ccccc2c1CNCc1ccc(C)cc1 | -2 | 2 | -2 | 5 | 0 | 9 | -2 | -3 | 0.1 | -2
COc1ccc(S(=O)(=O)N2CCCCC2)cc1NC(=O)c1ccc(OC)c(OC)c1 | -3 | -3 | 2 | -2 | -3 | -9 | 3 | -7 | 0.0 | -2
COc1ccc(C2CC(c3ccccc3)=NN2C(=O)CN2CCN(Cc3ccccc3)CC2)cc1 (configuration not stated) | -6 | 5 | -11 | -1 | -4 | -5 | 1 | -4 | 0.4 | -2
